# Bioassay records: PubChem, The Scripps Research Institute Molecular Screening Center
# GPR151 ag: activators of human GPR151; PathHunter beta-arrestin GPR151 cells, luminescence; activation, % at 11.2 µM; 650,000 tested, 1% active; AID 1508602; in the data active means activation above about 4.9%;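 further: 0% = median of compound wells and 100% = cells with positive control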
# Target sequence (Q8TDV0 whole entry, looked up): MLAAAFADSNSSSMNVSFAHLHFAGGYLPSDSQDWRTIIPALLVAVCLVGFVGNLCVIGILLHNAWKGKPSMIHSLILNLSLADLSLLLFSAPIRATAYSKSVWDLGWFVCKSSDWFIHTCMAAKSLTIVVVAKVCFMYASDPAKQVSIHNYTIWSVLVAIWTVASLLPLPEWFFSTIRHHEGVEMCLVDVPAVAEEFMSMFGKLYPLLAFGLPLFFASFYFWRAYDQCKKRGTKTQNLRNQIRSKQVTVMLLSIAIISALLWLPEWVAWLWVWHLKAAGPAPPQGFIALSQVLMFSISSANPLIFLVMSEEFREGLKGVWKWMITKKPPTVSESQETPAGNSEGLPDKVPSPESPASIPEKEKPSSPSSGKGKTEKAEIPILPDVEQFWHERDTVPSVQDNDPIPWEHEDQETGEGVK
# FBW7 activator: activators of human E3 ligase FBW7; Q969H0; AlphaScreen FBW7–phospho-cyclin E peptide binding, activator screen; normalized activity (activation), % at 26.1 µM; 650,000 tested, 0.13% active; in the data active means normalized activity above about 1.9%;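 further: purified mutant Fbw7 with reduced substrate affinity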
# Target sequence (Q969H0 whole entry, looked up): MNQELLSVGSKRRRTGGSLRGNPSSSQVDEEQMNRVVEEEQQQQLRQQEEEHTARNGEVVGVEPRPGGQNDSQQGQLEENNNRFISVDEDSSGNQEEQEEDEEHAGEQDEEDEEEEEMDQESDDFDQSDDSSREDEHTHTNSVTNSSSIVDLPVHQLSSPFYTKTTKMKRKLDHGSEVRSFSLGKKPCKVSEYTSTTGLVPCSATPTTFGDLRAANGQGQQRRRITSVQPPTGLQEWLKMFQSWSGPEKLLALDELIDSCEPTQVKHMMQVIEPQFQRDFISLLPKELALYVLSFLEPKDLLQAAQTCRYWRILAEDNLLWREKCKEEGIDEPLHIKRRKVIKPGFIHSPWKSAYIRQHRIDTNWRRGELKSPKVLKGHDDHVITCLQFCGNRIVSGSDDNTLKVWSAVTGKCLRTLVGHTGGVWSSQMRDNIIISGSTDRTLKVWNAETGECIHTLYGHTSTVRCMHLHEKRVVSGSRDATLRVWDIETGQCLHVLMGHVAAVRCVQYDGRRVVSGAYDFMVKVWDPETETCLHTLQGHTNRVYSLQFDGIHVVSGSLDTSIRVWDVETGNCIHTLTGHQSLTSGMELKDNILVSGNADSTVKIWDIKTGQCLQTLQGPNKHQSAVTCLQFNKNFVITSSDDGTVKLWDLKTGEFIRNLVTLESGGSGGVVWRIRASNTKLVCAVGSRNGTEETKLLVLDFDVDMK
# MITF inh: human MITF inhibition, primary screen; O75030; inhibition, % at 2.6 µM; 650,000 tested, 0.91% active; AlphaScreen MITF homodimerization, bead proximity signal; in the data active means inhibition above about 50%;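 further: 0% = vehicle wells with protein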
# TEAD-YAP inh: TEAD-YAP interaction inhibition; HEK-TIYL cells, TEAD-Gal4/YAP UAS-luciferase luminescence; 640,000 tested, 1.4% active; inhibition, % at 9.12 µM; in the data active means inhibition above about 32%;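 further: 0% = median of test compound wells and 100% = reference inhibitor wells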
# Active calls of the source: *.
structure	GPR151 ag	FBW7 activator	MITF inh	TEAD-YAP inh
COc1c(Cl)cc(C(=O)NCc2ccccc2)cc1Cl	0.9	0.0	0.1	2.5
COc1ccc(OC)c(/C=C2\SC(=N)N(c3ccc(F)cc3)C2=O)c1	0.7	-0.2	0.1	1.2
O=C(Oc1ccc2c3c(c(=O)oc2c1)CCC3)c1cccs1	-0.7	-0.1	-1.8	-6.0
Cc1nn2c(=O)/c(=C\c3ccc(Cl)cc3Cl)sc2nc1=O	-0.4	0.0	0.2	2.9
CCOc1ccc(CC(=O)NC(C)c2nc(-c3cccnc3)n[nH]2)cc1 (stereo unspecified)	2.4	0.9	-6.4	-4.6
O=C(OCc1ccccc1)N1CCN(CCc2ccncc2)CC1	-0.9	0.3	10.7	6.4
COc1ccc(NC(=S)NNC(=O)OC(C)(C)C)cc1OC	-0.1	-0.3	-12.3	-5.0
CC(=O)c1cccc(S(=O)(=O)Nc2cc(C(C)(C)C)ccc2O)c1	-0.1	0.0	1.6	3.7
CC(C)N(CCNc1nc(Nc2cnccn2)nc2c1ncn2-c1ccccc1)C(C)C	-0.2	0.3	16.6	21.7
CC1=C(C(=O)OCCc2ccccc2)C(c2ccc(N(C)C)cc2)C2=C(CC(C)(C)CC2=O)N1 (stereo unspecified)	1.0	-0.1	5.2	0.6
CCCCN(C(=S)Nc1ccc(C)cc1)C1CCN(C(C)=O)CC1	1.3	0.0	-3.2	-1.4
Cc1cnc(N2CCOCC2)nc1NCCOc1ccccc1	0.1	0.0	2.5	-2.0
COc1ccc(S(=O)(=O)n2nc(C)c(Sc3ccccc3)c2C)cc1	0.3	0.1	-3.8	-5.2
CCN(CC)C(=O)C1(P(=O)(c2ccccc2)c2ccccc2)CC1	-0.8	0.0	5.7	3.2
CC(C)C(=O)NCc1nc(NCc2cccc(C(F)(F)F)c2)c2ccccc2n1	-1.1	0.0	14.3	1.9
O=C(COC(=O)c1ccccc1O)Nc1ccc([N+](=O)[O-])cc1C(F)(F)F	-1.1	0.1	21.5	8.8
Cc1ccc(N2CC(C(=O)OCc3ccccc3F)CC2=O)cc1 (stereo unspecified)	0.7	0.2	-1.7	7.5
O=C(NCc1ccccc1)c1ccc(Cl)c(S(=O)(=O)N2CCCCCC2)c1	-0.3	-0.1	-4.0	12.7
Cn1nc(C(=O)N/N=C/c2ccc(C(=O)O)cc2)c2ccccc2c1=O	-0.8	0.1	17.1	2.8
CC(=O)c1ccc(NC(=O)Cc2ccc(C)cc2)cc1	0.1	0.7	11.1	-29.3
Cc1ccc(CS(=O)(=O)CCC(=O)NCCCN2CCN(C)CC2)cc1	-0.6	-0.1	0.8	6.0
COc1ccc(CC2(CCC(=O)NC3CCOCC3)CCC(=O)N2)c2ccccc12 (stereo unspecified)	-0.4	0.1	0.3	1.1
CCOC(=O)C1=C(C)N=c2s/c(=C\c3ccc(-c4ccc(C(=O)O)cc4)o3)c(=O)n2C1c1ccc(N(C)C)cc1 (stereo unspecified)	3.2	-0.2	-2.8	-4.0
O=C1CCCC/C1=C/Nc1ccc(F)c(Cl)c1	0.2	0.8	0.7	-27.5
COc1ccc(OC)c(-n2c(=S)[nH]c3cc(C(=O)NCCCN4CCCC4=O)ccc3c2=O)c1	1.5	-0.1	-7.6	0.5

# Looked up above.
# Reading for CC(C)C(=O)NCc1nc(NCc2cccc(C(F)(F)F)c2)c2ccccc2n1 in TEAD-YAP inh: 1.9
# Reading for COc1ccc(CC2(CCC(=O)NC3CCOCC3)CCC(=O)N2)c2ccccc12 (stereo unspecified) in FBW7 activator: 0.1
# Reading for Cc1ccc(N2CC(C(=O)OCc3ccccc3F)CC2=O)cc1 (stereo unspecified) in MITF inh: -1.7

# 6 compounds drawn at random from the list so far:
structure	GPR151 ag	FBW7 activator	MITF inh	TEAD-YAP inh
CC(C)C(=O)NCc1nc(NCc2cccc(C(F)(F)F)c2)c2ccccc2n1	-1.1	0.0	14.3	1.9
CCOC(=O)C1=C(C)N=c2s/c(=C\c3ccc(-c4ccc(C(=O)O)cc4)o3)c(=O)n2C1c1ccc(N(C)C)cc1 (stereo unspecified)	3.2	-0.2	-2.8	-4.0
Cc1cnc(N2CCOCC2)nc1NCCOc1ccccc1	0.1	0.0	2.5	-2.0
CCN(CC)C(=O)C1(P(=O)(c2ccccc2)c2ccccc2)CC1	-0.8	0.0	5.7	3.2
CC(=O)c1ccc(NC(=O)Cc2ccc(C)cc2)cc1	0.1	0.7	11.1	-29.3
CC(C)N(CCNc1nc(Nc2cnccn2)nc2c1ncn2-c1ccccc1)C(C)C	-0.2	0.3	16.6	21.7

# (cont.)
structure	GPR151 ag	FBW7 activator	MITF inh	TEAD-YAP inh
OCc1ccc(CN2CCOc3ccc(CN4CCN(c5ccccn5)CC4)cc3C2)o1	-0.3	0.0	6.8	-11.1
Cc1ccc2[nH]c3c(c2c1)CCCC3N (stereo unspecified)	-1.1	-0.1	-10.7	4.6
O=C1CC(Nc2ccc(N3CCCCC3)cc2)C(=O)N1Cc1ccccc1 (stereo unspecified)	1.1	-0.3	8.6	-5.9
CCCCCCc1cnc(-c2ccc(Br)cc2)nc1	-2.1	-0.1	8.1	-8.3
COc1ccccc1C1=N/C(=C\c2ccc([N+](=O)[O-])cc2)C(=O)O1	-1.5	0.0	-3.9	-5.3
O=C(NCc1nnc(SCC(=O)N2CCCc3ccccc32)n1-c1ccccc1)c1cc(Br)ccc1Cl	0.2	-0.1	-2.2	10.0
c1ccc(CCNc2nc3ccccc3[nH]2)cc1	-1.8	0.3	3.5	-7.8
O=C(CS(=O)(=O)c1ccccc1)Nc1nc(-c2ccc(F)cc2)cs1	9.7*	-0.2	1.6	-18.4
Nc1ncc(Br)cc1S(=O)(=O)Nc1ccc(Cl)cc1F	-0.5	-0.2	8.1	1.4
Cc1ccc(C2(C)NC(=O)N(CCOc3ccccc3)C2=O)cc1 (stereo unspecified)	0.0	-0.2	2.2	-12.2
O=C1CC(c2ccccc2)=Nc2ccc(Cl)cc2N1	0.7	0.0	10.1	13.7
Fc1ccc(-n2c(CCl)csc2=NCC2CCCO2)cc1 (stereo unspecified)	0.1	-0.1	12.1	3.1
Cn1cnnc1SCC(=O)Nc1ccc(Br)c2cccnc12	-0.3	-0.2	15.7	4.7
COc1cccc(-c2noc(CCC(=O)Nc3ccc(C)cc3C)n2)c1	1.3	0.0	-1.4	7.3
CC(C)CCNC(=O)CN(C(=O)Cn1nnc(-c2ccc(F)cc2)n1)c1ccccc1F	-1.1	0.0	8.4	-5.5
O=C(Nc1nnc(-c2ccc3c(c2)OCCO3)o1)C(c1ccccc1)c1ccccc1	0.7	0.1	10.8	5.4
O=c1oc(-c2cccs2)nc2sc3c(c12)CCCC3	-0.6	1.0	9.3	4.4
CC(C)CCNS(=O)(=O)c1ccc(-c2ccc(S(=O)(=O)NCCC(C)C)cc2)cc1	-1.7	-0.2	-12.2	-10.6
Cc1ccc(Nc2ncc(-c3cccnc3)n3ccnc23)cc1	0.0	-0.9	-17.8	-55.9
O=C(Nc1cccnc1)c1ccccc1F	-1.1	0.0	10.0	6.8
O=C(CSc1ccsc1[N+](=O)[O-])N1CCOCC1	-1.4	-0.1	-12.1	-38.4
O=C1N/C(=N/S(=O)(=O)c2ccccc2)S/C1=C/c1ccccc1O	3.6	-0.1	-21.1	2.1
Cc1ccc(C(=O)N/N=C/C2CC=CCC2)c(C)c1 (stereo unspecified)	-1.4	0.0	-3.2	-35.2
COc1ccc2[nH]cc(CCNC(=O)c3ccc4ccccc4n3)c2c1	3.0	0.0	-3.6	-7.0
CCOC(=O)c1c(NC(=O)c2ccc(S(=O)(=O)N3CCC(C)CC3)cc2)sc2c1CCN(CC)C2	1.8	0.1	-16.9	8.8

# (list continues)
structure	GPR151 ag	FBW7 activator	MITF inh	TEAD-YAP inh
CCOc1cc(/C=N/n2c(=O)c(C(C)(C)C)nn3cnnc23)ccc1O	-0.1	0.0	-4.7	11.9
COC(=O)c1ccc(NC(=O)CSc2nnc(CNc3ccc(Cl)cc3)n2-c2ccccc2)cc1	0.9	0.5	25.4	-13.1
CC1(Cc2ccccn2)C(=O)Nc2cccc(Cl)c21 (stereo unspecified)	-0.5	-0.1	0.3	-4.7
COC(=O)c1cn(NC(=O)/C=C/c2ccc3c(c2)OCO3)c(=O)c2ccccc12	-1.8	-0.2	5.6	-2.8
O=C(NCc1ccccc1)N1CCSc2ccccc21	0.2	0.5	-4.1	0.3
Cc1cc2nc(Cc3cccc([N+](=O)[O-])c3)c(=O)n(C)c2cc1C	-1.2	0.1	17.2	3.1
COc1ccccc1NC(=O)C1c2ccccc2C(=O)N(C)C1c1cccs1 (stereo unspecified)	-0.7	0.2	24.5	-18.6
CCOC(=O)CCCNS(=O)(=O)c1ccc(Cl)s1	-1.1	-0.1	13.1	8.4
N#Cc1c(NC(=O)c2cc3n(n2)C(C(F)(F)F)CC(c2ccco2)N3)sc2c1CCCCC2 (stereo unspecified)	0.6	0.0	-10.8	-5.0
COc1ccc(OCC(=O)OCC(=O)COC(=O)COc2ccc(OC)cc2)cc1	-1.2	-0.1	76.5*	4.0
O=C(O)CCC(=O)N1CCc2cc(S(=O)(=O)Nc3ccc(Cl)cc3)ccc21	1.2	-0.1	-11.1	-9.4
Cc1ccc2c(c1)N(Cc1ccc(F)cc1)C(=O)C(C)O2 (stereo unspecified)	0.5	-0.1	-6.0	-3.3
Cc1ccc(S(=O)(=O)n2nc(OC(=O)c3ccc(C(C)(C)C)cc3)cc2N)cc1	-0.3	0.0	-7.5	2.2
CCOC(=O)C(Sc1nnc(COc2ccc([N+](=O)[O-])cc2)n1C)C(C)C (stereo unspecified)	-1.0	0.1	-9.6	-3.6
COC(=O)C1=C(C)OC(=O)C1(NS(=O)(=O)c1ccc(Cl)cc1)C(F)(F)F (stereo unspecified)	0.9	0.1	-2.4	-5.9
COCc1cccc(-c2cncc(-c3cccc(C(=O)NCCN(C)C)c3)n2)c1	0.3	-0.4	14.1	-14.5
COc1ccc(NC(=O)C2(S(=O)(=O)c3ccc(C)cc3)CC2)cc1Cl	-0.7	0.9	13.3	3.8
CCOc1ccc(NC(=O)CC2CCC2)c([N+](=O)[O-])c1	0.3	-0.3	5.0	-4.7
CCc1ccccc1N(C)C(=O)c1cn(CC)c(=O)c2cc(OC)c(OC)cc12	-1.4	0.3	-25.7	-11.5
CC(NC(=O)C12CC3CC(CC(C3)C1)C2)C(=O)N1CCCC1 (stereo unspecified)	3.3	0.7	22.2	0.5
COc1ccc(-c2cccc(NS(=O)(=O)c3ccc(I)cc3)c2)nn1	0.1	0.3	4.8	-5.6
CCOCCOC(=O)C1=C(C)NC2=C(C(=O)CC(C)(C)C2)C1c1ccc(OC(C)=O)cc1 (stereo unspecified)	-0.9	-0.2	6.2	-2.8
O=C(NC1CCCC1)c1ccc(CS(=O)(=O)Cc2ccccc2F)o1	2.7	0.1	4.2	7.4
COc1ccc(NC(=O)C(c2cc3c(cc2[N+](=O)[O-])OCO3)N(C)C)cc1 (stereo unspecified)	-0.7	-0.2	7.4	-10.2
COc1ccccc1-n1cnc2cc(C(=O)NC3CCCC3)ccc21	1.1	0.0	0.6	-1.4

# More structures follow.
structure	GPR151 ag	FBW7 activator	MITF inh	TEAD-YAP inh
N#CC1(C#N)[C@H](c2ccccc2F)[C@@H](C(=O)c2ccccc2)N2c3ccc4ccccc4c3C=C[C@@H]21	0.5	0.0	20.1	-0.5
N=C1c2c(sc3c2CCCC3)NC2CCCCCN12 (stereo unspecified)	-1.0	0.1	8.4	-23.5
CCN(C(=O)CN1N=C(c2ccccc2)CCC1=O)c1cccc(C)c1	-1.6	0.9	2.0	17.8
O=C(Nc1cccc(C(=O)Nc2cccc3ccccc23)c1)c1ccc(Cl)c(Cl)c1	0.4	0.1	-6.1	12.2
CC(=O)N/N=C/c1cc(C)n(-c2ccc(Cl)cc2)c1C	-0.3	0.1	8.4	2.1
COc1ccccc1N1CCN(C(=O)Nc2ccc(F)cc2)CC1=O	0.7	0.0	-1.0	1.6
O=C1COc2cc(S(=O)(=O)CCC(=O)N3CCN(Cc4ccccc4)CC3)ccc2N1	1.7	0.5	8.3	10.5
Cc1ccc(/C=C/C(=O)Nc2cc([N+](=O)[O-])ccc2Cl)o1	-1.3	-0.3	9.3	7.5
COc1ccc(I)cc1/C=C1\Oc2ccccc2C1O (stereo unspecified)	1.1	-0.1	-10.8	5.9
Cc1nn(C2CCS(=O)(=O)C2)c2ncc(C(=O)c3cc(F)ccc3O)cc12 (stereo unspecified)	1.2	0.1	12.9	8.6
COC(c1ccc2c(c1)CN(C(=O)CCc1scnc1C)CCO2)C1CCCCC1 (stereo unspecified)	3.1	-0.1	-4.0	-10.8
O=C(NC1CCCCC1)C(c1ccncc1)N(C(=O)c1ccccn1)c1ccccc1 (stereo unspecified)	0.4	-0.1	17.9	-0.4
Cc1ccccc1-c1cc2nc3c(c(=O)n2[nH]1)SCC3	-1.6	0.1	1.8	-45.7
COc1ccc(S(=O)(=O)N(CC(=O)NCc2ccccn2)c2ccc(Cl)cc2)cc1	-0.3	-0.2	8.3	9.4
COc1ccc(-c2nnc(NC(=O)c3ccc(C(=O)c4ccccc4)cc3)s2)c(OC)c1	-0.5	-0.1	-3.3	5.4
CC1CCCN(C(=O)C2c3ccccc3C(=O)N3CCc4ccccc4C23)C1 (stereo unspecified)	2.0	0.0	-9.3	-2.6
CCC1CCC(C(=O)Nc2ccc(Br)cc2)CC1 (stereo unspecified)	0.0	0.0	18.8	-5.2

# Part of the list above in another layout:
Cc1nn(C2CCS(=O)(=O)C2)c2ncc(C(=O)c3cc(F)ccc3O)cc12 (stereo unspecified)
  GPR151 ag: 1.2 | FBW7 activator: 0.1 | MITF inh: 12.9 | TEAD-YAP inh: 8.6
COC(c1ccc2c(c1)CN(C(=O)CCc1scnc1C)CCO2)C1CCCCC1 (stereo unspecified)
  GPR151 ag: 3.1 | FBW7 activator: -0.1 | MITF inh: -4.0 | TEAD-YAP inh: -10.8
